Compound activity from PubChem.
ERp5 inh: ERp5 (human) disulfide isomerase inhibition | 350,000 tested, 0.05% active | ERp5 insulin aggregation, absorbance 650 nm, 90 min | Q15084 | inhibition, % at 9.99 µM | AID 651711;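 active = mean replicate inhibition above about 25%, with every replicate also reaching it, limit read from the data, passing the limit was not always enough; inconclusive = only one of those two criteria met; inactive = neither criterion met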
Target sequence (Q15084 whole entry, looked up): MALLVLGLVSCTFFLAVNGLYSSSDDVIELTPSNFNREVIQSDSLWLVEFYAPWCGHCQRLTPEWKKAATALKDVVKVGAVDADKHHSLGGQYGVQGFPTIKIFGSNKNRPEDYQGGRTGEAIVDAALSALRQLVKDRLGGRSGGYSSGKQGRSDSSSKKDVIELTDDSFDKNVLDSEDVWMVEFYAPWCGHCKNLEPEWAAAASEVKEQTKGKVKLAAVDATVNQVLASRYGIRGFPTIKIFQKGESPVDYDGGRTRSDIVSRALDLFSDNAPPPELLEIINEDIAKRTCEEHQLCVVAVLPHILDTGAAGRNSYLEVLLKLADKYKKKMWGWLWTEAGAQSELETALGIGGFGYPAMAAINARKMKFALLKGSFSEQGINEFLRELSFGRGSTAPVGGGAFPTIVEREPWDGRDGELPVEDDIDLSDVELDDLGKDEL
SIRT5 block: sirtuin-5 (human) deacylase inhibition | inhibition, % at 15 µM | 330,000 tested, 1.1% active | AID 652115 | Q9NXA8 | Purified SirT5, succinyl-peptide AMC, trypsin-coupled fluorescence; in the data active = inhibition above about 15%; inconclusive = no clear call, values can overlap the other calls
Target sequence (Q9NXA8 whole entry, looked up): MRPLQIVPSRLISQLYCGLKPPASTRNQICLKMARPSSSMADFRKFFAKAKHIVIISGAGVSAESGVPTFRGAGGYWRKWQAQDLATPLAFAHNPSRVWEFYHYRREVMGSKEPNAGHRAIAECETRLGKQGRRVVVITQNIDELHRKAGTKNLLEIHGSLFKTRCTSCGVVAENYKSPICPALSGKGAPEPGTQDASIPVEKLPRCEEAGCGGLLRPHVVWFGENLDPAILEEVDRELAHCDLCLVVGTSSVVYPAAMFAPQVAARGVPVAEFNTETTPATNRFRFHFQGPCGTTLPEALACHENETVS
Cneo AK release: causes C. neoformans cell lysis | adenylate kinase release luminescence, 4 h; normalised: neutral wells 0, clomiphene wells 100 | AID 651654 | 360,000 tested, 0.2% active | lysis activity, % at 15 µM;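 active = mean lysis activity across replicates of at least 80%, whatever share of replicates individually reach that level; inactive = mean lysis activity below 80%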
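Test system: log-phase Cryptococcus neoformans yeast cells; Quantity: yeast cell density of 5 × 10^6 cells/mL; Buffer or medium: YPD; Doses: single compound concentration per well; Timing: 4 h at 37 °C static, read 1 h later; Measured by: AK luminescence; Read-out basis: lysis from increased AK signal; Control set: Clomiphene as positive control.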
ARNT-TACC3 inh: disruptors of human ARNT/TACC3 interaction; 390,000 tested, 0.66% active; inhibition, % at 9.99 µM; AlphaScreen His-ARNT PAS-B/GST-TACC3 binding, luminescence; TACC3 fragment carries E629A point mutation; Q9Y6A5;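 active = mean inhibition of replicates at least 50% and at least half of replicates each reaching 50%; inconclusive = half or more replicates reach 50% but mean below 50%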;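 note: 0% = complete ARNT plus TACC3 wells and 100% = ARNT alone without TACC3; many hits fall short of the cut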
esBAF inh: SWI/SNF esBAF complex inhibition; reporter increase, % at 12.5 µM; mouse ES cells, Bmi1-luciferase knock-in reporter, 24 h; 100% = twice the neutral-well signal; 350,000 tested, 2% active; in the data active = activation above about 40%; inconclusive = no clear call, values can overlap the other calls;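 note: 0% = median of the plate's neutral control wells and 100% = double that signal; a rise in the Bmi1 reporter signal indicates esBAF inhibition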
Statin myotox sup: suppression of simvastatin myotoxicity. C2C12 myotubes + simvastatin, ATP luminescence, 48 h; scaled: DMSO 0, geranylgeraniol control 100. rescue of ATP level, % at 7.49 µM. 330,000 tested, 0.78% active;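 active = mean ATP rescue above about 67%, or every replicate alone reaching that limit, limit read from the data, passing the limit was not always enough; inconclusive = no clear call, values can overlap the other calls; inactive = mean under the limit and some replicate under it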;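 note: myotubes were challenged with 10 µM simvastatin during compound exposure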
miR122 inh: miR-122 inhibition in Huh7 cells; Huh7 miR-122 Renilla luciferase sensor, 48 h; neutral wells = 0, positive control = 100; activation (reporter increase), % at 12.5 µM; 340,000 tested, 0.3% active; AID 602342;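 active = mean replicate activation score at least 90 and every replicate individually at or above 90; inconclusive = only one of the two criteria met; inactive = neither criterion met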;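 note: higher luciferase means less miR-122 activity so hits act as miR-122 inhibitors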
An asterisk follows results filed as active; ? = inconclusive; . = not tested or not shown; [ ] = another dose, or the depositor's remark.

| entry | Structure | ERp5 inh | SIRT5 block | Cneo AK release | ARNT-TACC3 inh |
| --- | --- | --- | --- | --- | --- |
| 1 | COCC(=O)N(C)C[C@@H]1Oc2cc(C3=CCCCC3)ccc2S(=O)(=O)N([C@@H](C)CO)C[C@@H]1C | 9 | -1 | 0 | -2 |
| 2 | COc1ccccc1-c1nnc(NC(=O)c2ccc(S(=O)(=O)N3CCOCC3)cc2)o1 | 1 | -1 | 1 | 46* |
| 3 | CC(=O)N1CC2(C)CN(C(C)=O)CC(C)(C1)C2 | . | . | 2 | 3 |
| 4 | O=C(COC(=O)c1c2c(nc3ccccc13)/C(=C\c1cccs1)CCC2)Nc1ccccc1 | -2 | 3 | . | 7 |
| 5 | CCC1CCC2(CC1)NC(=O)N(CC(=O)Nc1cccc(S(=O)(=O)N(C)c3ccccc3)c1)C2=O (configuration not stated) | 2 | -1 | 2 | -3 |
| 6 | C[C@@H]1CN([C@H](C)CO)C(=O)c2cccc(NC(=O)C3CCOCC3)c2O[C@@H]1CN(C)C(=O)NC1CCCCC1 | 2 | -6 | -14 | 2 |
| 7 | CC1CC(C)CN(C(=O)CNC(=O)c2sc3ccccc3c2Cl)C1 (configuration not stated) | -6 | -5 | 1 | 33 |
| 8 | COC(=O)Nc1ccc(SCC(=O)c2ccc(Cl)cc2)cc1 | 1 | -1 | 2 | -26 |
| 9 | Cc1ccc(NC(=O)C(=O)Nc2ccccn2)cc1 | 5 | 0 | -7 | -5 |
| 10 | CC(C)OCCCNC(=O)CN1C(=O)/C(=C/c2ccccc2)Sc2ccccc21 | 6 | 2 | . | -11 |
| 11 | O=C(Nc1ccc2c(c1)nc1n2CCSC1)c1ccco1 | . | . | -4 | 6 |
| 12 | CCc1nnc2c(NCCc3ccc(OC)c(OC)c3)nc3ccccc3n12 | -13 | -2 | -1 | -6 |
| 13 | CCOC(=O)C1CCN(C(=O)CN2C(=O)c3cccnc3Oc3ccc(C)cc32)CC1 | 3 | -1 | -1 | 1 |
| 14 | CCOc1ccc(NC(=O)CC(Cc2cc(C)cc(C)c2)C(=O)O)cc1 (configuration not stated) | 1 | -1 | 4 | -3 |
| 15 | C[C@@H]1CN([C@H](C)CO)C(=O)Cc2cc(NC(=O)Nc3ccc(F)cc3)ccc2O[C@H]1CN(C)C(=O)Nc1ccccc1 | -1 | -2 | -1 | 3 |

| entry | esBAF inh | Statin myotox sup | miR122 inh |
| --- | --- | --- | --- |
| 1 | 5 | -3 | 0[16.7 µM] |
| 2 | -6 | 1 | 2 |
| 3 | -11 | . | -3 |
| 4 | . | . | . |
| 5 | -6 | -8 | 7 |
| 6 | -3 | -5 | -9[16.7 µM] |
| 7 | 23 | -12 | -5 |
| 8 | 3 | 16 | -1 |
| 9 | -56 | 4 | -2 |
| 10 | . | . | . |
| 11 | -59 | -10 | 1 |
| 12 | 7 | 8 | -14 |
| 13 | 1 | -14 | 4 |
| 14 | -6 | -2 | -2 |
| 15 | 0 | 1 | -3[16.7 µM] |

(next part)
| entry | Structure | ERp5 inh | SIRT5 block | Cneo AK release | ARNT-TACC3 inh |
| --- | --- | --- | --- | --- | --- |
| 16 | O=C(CCn1c(=O)oc2ccccc21)Nc1nccs1 | . | . | -1 | -4 |
| 17 | COc1ccc(NS(=O)(=O)c2cccc(C(=O)N3CCCC(C)C3)c2)cc1 (configuration not stated) | 1 | 19* | 6 | 4 |
| 18 | COc1cccc(-c2ccc3n(c2=O)C[C@H]2[C@H](CO)[C@@H](C(=O)NCC4CC4)N(C(C)=O)[C@@H]32)c1 | -2 | -24 | 4 | 0 |
| 19 | O=C(N/N=C/c1ccc(Br)o1)c1cccnc1 | 9 | 7 | . | 1 |
| 20 | Cc1cccc(N=c2oc3cc(O)ccc3cc2C(N)=O)c1 | . | . | 0 | 5 |
| 21 | CC(C)NC(=O)Nc1ccc2c(c1)C(=O)N([C@@H](C)CO)C[C@@H](C)[C@H](CN(C)Cc1ccc3c(c1)OCO3)OCCCC[C@H](C)O2 | . | . | 4 | -4 |
| 22 | COc1ccc(Nc2nc3ccccc3nc2C)cc1 | . | . | 0 | -8 |
| 23 | COc1ccc(-n2c(C)nnc2SCC(=O)Nc2ccccc2F)cc1 | 2 | 2 | 0 | . |
| 24 | C[C@H](CO)N1C[C@H](C)[C@H](CN(C)C(=O)Nc2cccc3ccccc23)Oc2ccc(NC(=O)C3CCCCC3)cc2CC1=O | -4 | 0 | 0 | -1 |
| 25 | NC(=O)c1nn(Cc2ccccc2)c(=O)c2ccccc12 | -1 | 0 | 2 | -2 |
| 26 | Cc1c(C(=O)OCC(=O)N2CCC(C)CC2)oc2ccccc12 | 1 | 0 | -1 | 0 |
| 27 | C=CCn1nnnc1-c1cccc(Cl)c1 | -1 | -2 | . | -1 |
| 28 | CCOC(=O)c1c(NC(=O)CSc2nnnn2-c2ccc3c(c2)OCO3)sc(C)c1C | . | . | 6 | -10 |
| 29 | COc1ccc(N/C=C(\C=C\C#N)S(=O)(=O)c2ccccc2)cc1 | -1 | -5 | -5 | -5 |
| 30 | O=C(COC(=O)c1ccc2ncsc2c1)NCc1ccc(F)cc1 | -2 | 7 | -1 | -12 |

| entry | esBAF inh | Statin myotox sup | miR122 inh |
| --- | --- | --- | --- |
| 16 | -4 | . | -19 |
| 17 | -1 | 16 | 27 |
| 18 | 3 | -10 | . |
| 19 | . | . | . |
| 20 | 58* | 118* | 1 |
| 21 | 2 | . | -11[16.7 µM] |
| 22 | 2 | -9 | 1 |
| 23 | -4 | 2 | . |
| 24 | 1 | -10 | 9[16.7 µM] |
| 25 | -5 | 8 | . |
| 26 | 27 | -11 | -5 |
| 27 | -3 | 14 | -1 |
| 28 | -1 | 4 | 1 |
| 29 | -6 | 2 | -5 |
| 30 | 22 | -3 | . |

Single records, as listed above.
CC(C)NC(=O)Nc1ccc2c(c1)C(=O)N([C@@H](C)CO)C[C@@H](C)[C@H](CN(C)Cc1ccc3c(c1)OCO3)OCCCC[C@H](C)O2 is listed as ERp5 inh = .; SIRT5 block = .; Cneo AK release = 4; ARNT-TACC3 inh = -4; esBAF inh = 2; Statin myotox sup = .; miR122 inh = -11[16.7 µM]
COc1ccc(N/C=C(\C=C\C#N)S(=O)(=O)c2ccccc2)cc1 is listed as ERp5 inh = -1; SIRT5 block = -5; Cneo AK release = -5; ARNT-TACC3 inh = -5; esBAF inh = -6; Statin myotox sup = 2; miR122 inh = -5

(continued)
| entry | Structure | ERp5 inh | SIRT5 block | Cneo AK release | ARNT-TACC3 inh |
| --- | --- | --- | --- | --- | --- |
| 31 | CCOc1ccc(CN2CCNC(=O)C2CC(=O)NC2CCOCC2)cc1 (configuration not stated) | -1 | -1 | 2 | -2 |
| 32 | Cc1ccc(Nc2ccc([N+](=O)[O-])cn2)cc1Cl | 2 | 0 | 4 | -6 |
| 33 | Cc1ccc(S(=O)(=O)N(C)C[C@H]2Oc3ccc(NC(=O)Cc4cn(C)c5ccccc45)cc3C(=O)N([C@@H](C)CO)C[C@@H]2C)cc1 | 2 | -8 | 0 | 4 |
| 34 | CC(=O)Nc1cc(-c2ccccc2F)cn2c(-c3cccc(C(F)(F)F)c3)cnc12 | -2 | -3 | 7 | . |
| 35 | Cc1ccc(S(=O)(=O)NC(C)C(=O)N2CCOCCOCCOCC2)cc1 (configuration not stated) | 3 | . | 1 | -15 |
| 36 | Cc1cc(NS(=O)(=O)c2ccccc2)cc(Cl)c1O | . | . | -1 | -6 |
| 37 | CO[C@@H]1CN(C)C(=O)c2ccc(NS(C)(=O)=O)cc2OC[C@@H](C)N(C(=O)C2CC2)C[C@@H]1C | -3 | 0 | 54 | -2 |

| entry | esBAF inh | Statin myotox sup | miR122 inh |
| --- | --- | --- | --- |
| 31 | -3 | 2 | -3 |
| 32 | ? | -4 | -9 |
| 33 | -8 | 48 | -2[16.7 µM] |
| 34 | -9 | -18 | -2 |
| 35 | 0 | 2 | -1 |
| 36 | -14 | 1 | ? |
| 37 | 9 | -2 | . |

Structural class, the entries above with a furan ring, fused or not.
| entry | Structure | ERp5 inh | SIRT5 block | Cneo AK release | ARNT-TACC3 inh |
| --- | --- | --- | --- | --- | --- |
| 11 | O=C(Nc1ccc2c(c1)nc1n2CCSC1)c1ccco1 | . | . | -4 | 6 |
| 19 | O=C(N/N=C/c1ccc(Br)o1)c1cccnc1 | 9 | 7 | . | 1 |
| 26 | Cc1c(C(=O)OCC(=O)N2CCC(C)CC2)oc2ccccc12 | 1 | 0 | -1 | 0 |

| entry | esBAF inh | Statin myotox sup | miR122 inh |
| --- | --- | --- | --- |
| 11 | -59 | -10 | 1 |
| 19 | . | . | . |
| 26 | 27 | -11 | -5 |
